High-throughput results: PubChem BioAssay, several laboratories
HPDE-C7 cytotoxicity – cytotoxicity in HPDE-C7 cells, cell-based, fluorescence, HTS (AID 430) | cytotoxicity, % at 10 µM; hits with a dose series show EC50 in µM | 1.8% of 63,000 active | HPDE-C7 pancreatic duct cells viability, fluorescence; higher % means a stronger effect;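 note: cells exposed to compound for 48 hours before viability readout; 0% = vehicle and 100% = reference cytotoxic drug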
PMK inhibit – S. pneumoniae PMK inhibitors, primary screen, biochemical, mevalonate pathway, pilot trial included; purified PMK, PK/LDH-coupled NADH absorbance 340 nm; inhibition, % at 10 µM; 0.49% of 65,000 active;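 active = top-ranked compounds by inhibition in the single 10 µM screen, taking a fixed number of the strongest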;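 note: 0% = full reaction with DMSO carrier and 100% = background rate without enzyme reaction; no value below 0 was filed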
LYP inhibition – LYP phosphatase inhibitors, primary screen, biochemical, DiFMUP fluorescence, recombinant catalytic domain, 10 µM (AID 606) | Tyrosine-protein phosphatase non-receptor type 22 (Homo sapiens) | recombinant LYP catalytic domain, DiFMUP fluorescence; higher % means a stronger effect | inhibition, % at 10 µM, or IC50 in µM where a hit was titrated | 52,000 tested, under 10 active;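 active = IC50 under 40 µM in the dose-response test; inactive = IC50 of 40 µM or more, or never dose-tested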
HPDE-C7K KRASV12 – cytotoxicity in KRAS-transformed pancreatic duct cells, primary screen, cell-based, fluorescence, HTS (AID 431) | 1.7% of 63,000 active | HPDE-C7K KRASV12 cells, Alamar Blue viability, 48 h; higher % means a stronger effect | one-dose cytotoxicity, % at 10 µM; EC50 in µM for titrated hits;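 active = compounds whose percent cytotoxicity in the single-dose primary screen, scaled between solvent and toxic-drug controls, exceeds 50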;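 note: 0% = DMSO solvent wells and 100% = doxorubicin-treated wells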
Bfl-1 inhibitors – Bfl-1 inhibitors, primary screen, biochemical, fluorescence polarization, FITC-Bid, mouse (AID 432); Bcl-2-related protein A1 (Mus musculus); FITC-Bid BH3 peptide fluorescence polarization displacement; higher % means a stronger effect; displacement, % at 20 µM, or IC50 in µM where a hit was titrated; 0.02% of 64,000 active; in the data active = a potency from the dose series; inactive = the rest, 99 in 100 with displacement below about 15%; note: strong numbers were not always called active
TNAP inhibition – human TNAP enzyme inhibitors, biochemical, luminescent (AID 518). Alkaline phosphatase, tissue-nonspecific isozyme (Homo sapiens). purified TNAP enzyme, luminescent substrate readout; higher % means a stronger effect. inhibition, % at 20 µM, or IC50 in µM where a hit was titrated. 0.09% of 64,000 active; in the data active = a potency from the dose series; inactive = the rest, 99 in 100 with inhibition below about 22%;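 note: plate controls were vehicle for no effect and reference inhibitor for full effect; many of its hits are not listed in these tables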
HT1080 cytotoxicity – cytotoxicity in HT1080 fibrosarcoma cells, cell-based, fluorescence readout (AID 620) | cytotoxicity, % at 10 µM, or EC50 in µM where a hit was titrated | 0.42% of 87,000 active | HT1080 viability, fluorescence; higher % means a stronger effect;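 note: cells exposed to compound overnight then 4 h with Alamar Blue; 0% = vehicle DMSO and 100% = killing control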
DPM-DC inhibit – S. pneumoniae DPM-DC inhibitors, primary screen, biochemical, PK/LDH-coupled NADH fluorescence | diphosphomevalonate decarboxylase (Streptococcus pneumoniae D39) | purified DPM-DC | calls only at 10 µM | 0.49% of 65,000 active | AID 556, 2006;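 active = the 320 compounds with the highest percent inhibition in the single-dose primary screen, excluding strongly autofluorescent ones, cut at about 32% in these data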;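 note: kinetic rate of NADH fluorescence loss reporting ADP formed by the decarboxylase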
MK inhibit – S. pneumoniae MK inhibitors, primary screen, biochemical, PK/LDH-coupled NADH absorbance; purified MK, PK/LDH-coupled NADH absorbance 340 nm; AID 555, 2006; mevalonate kinase [Streptococcus pneumoniae D39]; inhibition, % at 10 µM; 0.48% of 65,000 active;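 active = ranked among the strongest by inhibition in the single 10 µM screen, a fixed top-ranked set picked for dose follow-up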; note: no value below 0 was filed
PMK inhibit pilot replicates – recorded beside PMK inhibit, whose call it bears; inhibition, %; measured here: pilot screen replicates
MK inhibit pilot replicates – further read-out of MK inhibit, marked with its call; inhibition, %; measured here: pilot screen replicates
DPM-DC inhibit pilot screen % – second read-out of DPM-DC inhibit, no call of its own (marks repeat the call); inhibition, %; measured here: pilot screen trials
The depositor's hits bear a star; i = inactive; / = no result given. Cut-off read from the data, not from the text of the source, unless noted: active = cytotoxicity above about 50%; inactive = the rest.

SMILES | HPDE-C7 cytotoxicity | PMK inhibit | LYP inhibition | HPDE-C7K KRASV12 | Bfl-1 inhibitors | TNAP inhibition | HT1080 cytotoxicity | DPM-DC inhibit | MK inhibit | others
CC(=O)NC1N=C(C)N(c2ccccc2)C1=O (stereo not given) | -6% | 28* | 4% | -1% | 6% | 6% | / | i | 0
CC(=O)c1cc2c(cc1NC(=O)c1cc(C)nn1-c1ccccc1)OCO2 | 13% | 3 | 4% | 3% | 2% | 1% | 3% | / | 3
CCC(CC)c1nnc(NS(=O)(=O)Cc2ccccc2)s1 | 0% | 5 | 1% | 2% | -9% | 4% | -3% | i | 3
O=c1cc(CSc2ccc(S(=O)(=O)N3CCCCC3)cn2)nc2sccn12 | 1% | 14 | 7% | -4% | 2% | 4% | -2% | i | 6
CC(C)C(c1nnnn1Cc1ccccc1)N1CCC(C(N)=O)CC1 (stereo not given) | -9% | 10 | -3% | -16% | -7% | 12% | -6% | i | 12
CN1CCN(c2nc3c(c(=O)[nH]c(=O)n3C)n2CCCSc2ncccn2)CC1 | 8% | 5 | 4% | 20% | 1% | 11% | 3% | i | 6
Cc1cc(C(C)(C)C)oc1C(=O)N1CCN(C(=O)c2oc(C(C)(C)C)cc2C)CC1 | 4% | 5 | 10% | 0% | -8% | 6% | 1% | i | 15
Cc1ccc2c(CC(=O)OC(C)C(=O)NCc3ccc4c(c3)OCO4)coc2c1 (stereo not given) | -2% | 12 | / | -2% | 2% | 7% | 0% | i | 2
Cc1cc(Nc2ccccc2N2CCOCC2)n2ncnc2n1 | -17% | 18 | / | -3% | -6% | 6% | 4% | i | 11 | PMK inhibit pilot replicates=0.0;MK inhibit pilot replicates=0.0;DPM-DC inhibit pilot screen %=1.5
CCC(C)[C@H](N)c1nnc(SCc2cccc(F)c2)o1 (stereo not given in full) | -16% | 11 | -2% | -8% | -9% | 15% | -4% | i | 2
O=C(CN1CCN(S(=O)(=O)c2ccc(Br)cc2)CC1)Nc1ccc(F)cc1 | -12% | 7 | 6% | -10% | 6% | 2% | 2% | i | 4
CC(OC(=O)c1cccs1)C(=O)NCc1cccs1 (stereo not given) | 7% | 0 | / | 14% | 7% | -1% | -10% | i | 9

Entries above that have a carbonyl joined to an NH by a bond outside any ring:
SMILES | HPDE-C7 cytotoxicity | PMK inhibit | LYP inhibition | HPDE-C7K KRASV12 | Bfl-1 inhibitors | TNAP inhibition | HT1080 cytotoxicity | DPM-DC inhibit | MK inhibit | others
CC(=O)NC1N=C(C)N(c2ccccc2)C1=O (stereo not given) | -6% | 28* | 4% | -1% | 6% | 6% | / | i | 0
CC(=O)c1cc2c(cc1NC(=O)c1cc(C)nn1-c1ccccc1)OCO2 | 13% | 3 | 4% | 3% | 2% | 1% | 3% | / | 3
CC(C)C(c1nnnn1Cc1ccccc1)N1CCC(C(N)=O)CC1 (stereo not given) | -9% | 10 | -3% | -16% | -7% | 12% | -6% | i | 12
Cc1ccc2c(CC(=O)OC(C)C(=O)NCc3ccc4c(c3)OCO4)coc2c1 (stereo not given) | -2% | 12 | / | -2% | 2% | 7% | 0% | i | 2
O=C(CN1CCN(S(=O)(=O)c2ccc(Br)cc2)CC1)Nc1ccc(F)cc1 | -12% | 7 | 6% | -10% | 6% | 2% | 2% | i | 4
CC(OC(=O)c1cccs1)C(=O)NCc1cccs1 (stereo not given) | 7% | 0 | / | 14% | 7% | -1% | -10% | i | 9

Continued.
SMILES | HPDE-C7 cytotoxicity | PMK inhibit | LYP inhibition | HPDE-C7K KRASV12 | Bfl-1 inhibitors | TNAP inhibition | HT1080 cytotoxicity | DPM-DC inhibit | MK inhibit | others
CCn1nnnc1SCCSc1nnnn1CC | 0% | 7 | -3% | 10% | 0% | 5% | -7% | i | 6
COc1ccccc1CNC(=O)CSc1nc2nc(C)cc(C)n2n1 | -11% | 20 | -4% | -2% | -7% | 8% | 0% | i | 2
CCOC(=O)c1[nH]nc2c1C(=O)N(Cc1ccccc1)C2=O | -11% | 13 | 5% | -5% | -5% | 9% | 8% | i | 5
Cc1ncsc1CCSc1n[nH]c(=O)n1-c1ccccc1 | 0% | 0 | 16% | 3% | 1% | 24% | 10% | i | 9
CCCC(C(=O)NCc1ccco1)N(C(=O)CNS(=O)(=O)c1ccc(Cl)cc1)C1CCCC1 (stereo not given) | -18% | 13 | / | 2% | 3% | 12% | 34% | i | 8 | PMK inhibit pilot replicates=5.0;MK inhibit pilot replicates=1.5;DPM-DC inhibit pilot screen %=0.0
c1cncc(-c2nc(-c3ccco3)cs2)c1 | -19% | 11 | 9% | -9% | -5% | 12% | 0% | i | 0
O=C(Cn1nnc(-c2ccccc2)n1)c1ccccc1 | -6% | 5 | 0% | -21% | 0% | 2% | 2% | i | 0
CCCCn1c(=O)n(CC(=O)Nc2ccc(C)c(Cl)c2)c(=O)c2c1ncn2Cc1ccco1 | / | 16 | 3% | / | -21% | 8% | -1% | i | 0
Cc1oc(-c2cccs2)nc1CS(=O)CC(=O)NCCCN1CC(C)CC(C)C1 (stereo not given) | -19% | 0 | 7% | 1% | -2% | -2% | -5% | i | 2
CCOc1ccc(NC(=O)CSc2nnc(-c3ccccn3)n2N)cc1 | -24% | 0 | 6% | -18% | -4% | 9% | 2% | / | 8
Cc1c(C(=O)N2CCOCC2)sc(NC(=O)c2ccc3c(c2)OCO3)c1C#N | -1% | 12 | 5% | 15% | -4% | 9% | 5% | i | 18
CCC(SC1=Nc2ccccc2C2=NC(CC(C)C)C(=O)N12)C(=O)Nc1ccc2c(c1)OCO2 (stereo not given) | -7% | 9 | 6% | 5% | -4% | 12% | 8% | i | 9
